Screening data: PubChem BioAssay, several laboratories
STAT1 activator – activators of IFN-gamma induced STAT1 signaling. NIH 3T3 STAT1-luciferase reporter, luminescence; 100% = IFN-gamma alone, no compound. activation (% of control), % at 5.5 µM. 200,000 tested, 2.6% active;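 active = activation above the screen-wide mean activation plus 3 SD, cut at about 130% in these data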;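 note: raw ratio to IFN-gamma control signal so 100% means no change and 0% no light; values of inactives mirror those of a sister screen read the other way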
TLR4 MyD88 comp – inhibitors of human TLR4-MyD88 binding; 200,000 tested, 0.18% active; AID 861; inhibition, % at 8.4 µM; O00206+Q99836; HeLa CL3-4 TLR4/MyD88 BLA complementation, FRET ratio; in the data active = inhibition above about 25%;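 note: 0% = vehicle and 100% = reference inhibitor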
Target sequence (O00206 whole entry, looked up): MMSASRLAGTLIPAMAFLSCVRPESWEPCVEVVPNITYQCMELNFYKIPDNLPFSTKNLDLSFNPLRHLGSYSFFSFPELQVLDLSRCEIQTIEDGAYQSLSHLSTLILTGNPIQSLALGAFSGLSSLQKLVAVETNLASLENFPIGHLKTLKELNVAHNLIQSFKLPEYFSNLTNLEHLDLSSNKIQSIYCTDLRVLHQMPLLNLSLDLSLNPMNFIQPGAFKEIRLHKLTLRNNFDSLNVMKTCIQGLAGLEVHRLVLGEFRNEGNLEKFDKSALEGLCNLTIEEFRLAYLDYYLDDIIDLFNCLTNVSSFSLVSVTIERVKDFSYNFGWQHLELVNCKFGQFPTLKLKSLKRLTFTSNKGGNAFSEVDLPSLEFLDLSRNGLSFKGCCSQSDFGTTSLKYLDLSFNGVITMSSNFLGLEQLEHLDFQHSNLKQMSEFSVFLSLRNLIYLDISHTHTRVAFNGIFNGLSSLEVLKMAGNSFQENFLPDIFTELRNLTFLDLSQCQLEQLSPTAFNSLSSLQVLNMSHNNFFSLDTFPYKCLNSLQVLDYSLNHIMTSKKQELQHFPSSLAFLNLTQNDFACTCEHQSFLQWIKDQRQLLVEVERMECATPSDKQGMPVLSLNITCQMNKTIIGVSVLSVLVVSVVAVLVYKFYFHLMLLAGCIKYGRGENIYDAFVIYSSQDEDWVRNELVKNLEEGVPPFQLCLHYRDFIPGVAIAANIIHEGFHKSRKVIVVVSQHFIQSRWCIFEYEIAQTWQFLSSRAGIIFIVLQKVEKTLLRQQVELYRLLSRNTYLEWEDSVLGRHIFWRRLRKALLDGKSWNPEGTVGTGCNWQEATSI
Target sequence (Q99836 whole entry, looked up): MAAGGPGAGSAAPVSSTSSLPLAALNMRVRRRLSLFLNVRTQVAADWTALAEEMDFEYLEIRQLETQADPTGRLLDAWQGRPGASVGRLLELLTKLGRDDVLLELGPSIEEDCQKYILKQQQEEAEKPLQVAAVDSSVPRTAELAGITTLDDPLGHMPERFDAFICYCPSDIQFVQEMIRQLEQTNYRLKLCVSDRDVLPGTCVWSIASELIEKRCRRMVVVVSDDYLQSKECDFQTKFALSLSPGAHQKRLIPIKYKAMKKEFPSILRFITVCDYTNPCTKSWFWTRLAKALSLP
Redox H2O2 prof – compounds producing H2O2 with reducing agent – biochemical, NIH compound library profiling, artefact control for MLSCN library redox annotation, primary screen; DTT-dependent redox cycling H2O2, phenol red/HRP absorbance; 100% = 100 µM peroxide control, 0% = buffer; activation, % at 10 µM; 200,000 tested, 0.03% active; AID 878;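 active = activation of at least 50% relative to the plate's high and low controls in the primary single-dose screen; inactive = activation below 50%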;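 note: compound incubated with DTT at 0.8 mM final as the reducing agent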
STAT3 blocker – inhibitors of IL-6 induced STAT3 signaling. U3A cells, IL-6 STAT3-luciferase reporter, luminescence; host cell line lacks STAT1. inhibition, % at 5.5 µM. 190,000 tested, 0.89% active;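 active = inhibition above the mean inhibition across all screened compounds plus 3 SD, cut at about 44% in these data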;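 note: 0% = DMSO only wells and 100% = 100 µM nifuroxazide control wells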
Hsp70 activator – transcriptional activators of Hsp70; HeLa Hsp70 promoter luciferase reporter, luminescence; scaled: vehicle 0, proteasome-inhibitor control 100%; 200,000 tested, 0.04% active; activation, % at 10 µM; AID 1203;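 active = activation above the mean across all tested compounds plus 3 SD, cutoff set per campaign, cut at about 5.5% in these data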;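 note: 100% = MG132 at 30 µM as the positive control and 0% = DMSO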
STAT3 activator – increases IL-6 driven STAT3 reporter signal. activation (% of control), % at 5.6 µM. 190,000 tested, 0.91% active. U3A cells, IL-6 STAT3-luciferase reporter, luminescence; 100% = signal with IL-6 EC80 alone;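 active = activation above the screen-wide mean of compound activation plus 3 SD, cut at about 130% in these data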;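 note: 0% = background luminescence of wells with medium and substrate only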
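Material: STAT1-lacking human U3A cells, STAT3 luciferase reporter | Benchmarks: IL-6-only wells as 100% reference | Probe or stimulus: IL-6 (33 ng/mL) | Timing: Compound 1 h, then IL-6 6 h at 37 °C | Detection: Luminescence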
NF-kB expr up – NF-kB expression increase, human neuronal cells; 190,000 tested, 1.6% active; NF-kB reporter expression; active compounds read high; fold change at 12.5 µM; in the data active = fold change above about 3.3
Efa HMGR inh – blocks class II HMG-CoA reductase of Enterococcus faecalis; purified E. faecalis HMGR, NADPH absorbance 340 nm kinetic; inhibition, % at 10 µM; 190,000 tested, 0.41% active; AID 1066;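 active = inhibition above a set limit, the median over all tested compounds plus 3 SD, cut at about 9.5% in these data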;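 note: enzyme runs in reverse so mevalonate oxidation gives rising NADPH absorbance; 0% = complete reaction with DMSO and 100% = background rate lacking mevalonate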
STAT1 inh – reduces IFN-gamma driven STAT1 reporter signal | NIH 3T3 STAT1-luciferase reporter, luminescence | inhibition, % at 5.5 µM | 200,000 tested, 0.35% active | AID 920;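 active = inhibition above a set limit, the mean inhibition across all tested compounds plus 3 SD, cut at about 34% in these data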;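 note: 0% = IFN-gamma with DMSO and 100% = IFN-gamma with 300 µM nifuroxazide; values of inactives mirror those of a sister screen read the other way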
APP 5'UTR act – activates APP 5'UTR luciferase reporter | activation, % at 2 µM | AID 1276 | SH-SY5Y APP 5'UTR luciferase reporter, luminescence; zero percent = DMSO vehicle wells | 190,000 tested, 1% active;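 active = activation above a set limit, based on mean plus 3 SD of controls, cut at about 140% in these data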; note: values of inactives mirror those of a sister screen read the other way
Numbers without * were called inactive; nt = no result given.

SMILES	STAT1 activator	TLR4 MyD88 comp	Redox H2O2 prof	STAT3 blocker	Hsp70 activator	STAT3 activator	NF-kB expr up	Efa HMGR inh	STAT1 inh	APP 5'UTR act
COc1cccc(/C=C/c2ccc3ccccc3n2)c1OC(C)=O	86	-3	0.2	90*	-0.3	23	3.1	-1	14	131
COc1ccnc(Oc2ccccc2)c1-c1ncn[nH]1	97	-12	-0.9	8	-0.2	97	1.1	1	1	-4
CCOC(=O)C1=C(C)n2c(s/c(=C/c3cccc([N+](=O)[O-])c3)c2=O)=NC1c1ccc(O)c(OC)c1 (configuration not stated)	101	3	0.2	-2	-0.2	107	6.8*	-4	-1	2
CCOC(=O)c1c(/N=C/C2C(=O)CC(C)(C)CC2=O)sc2c1CCCC2	96	7	-2.4	10	0.1	97	0.95	-12	3	16
Cc1ccc2cc(CCNC(=O)C(=O)c3c(C)[nH]c4ccccc34)c(=O)[nH]c2c1	102	-14	-0.7	11	-0.2	98	0.84	-2	-2	7
Cc1cc(S(=O)(=O)N2CCCOC2CNC(=O)C(=O)NCc2ccco2)ccc1F (configuration not stated)	84	-1	-1.6	10	-0.1	94	0.91	1	17	11
CCCc1[nH]n(-c2ccc([N+](=O)[O-])cc2)c(=O)c1C=NCCc1c[nH]c2ccccc12	104	-19	-0.9	16	-0.1	93	0.95	-3	-4	-4
CCOC(=O)/C=c1\s/c(=C(\C#N)C(=O)OCC)n(-c2ccccc2)c1=O	99	-4	-0.1	-1	-0.1	105	1.1	-2	1	4
CC1CCc2sc(C(=O)OC(C)C(=O)Nc3ncc(Cl)cc3Cl)cc2C1 (configuration not stated)	84	10	0.2	18	-0.3	86	0.94	-1	18	3
O=C(NC1(C(F)(F)F)Oc2ccccc2O1)N1CCCC1	115	-6	1.0	9	0.1	95	1.8	-1	-16	-15
CCOC(=O)c1sc(NC(=O)CSc2nccc(C)n2)nc1C	95	0	-0.1	21	-0.2	83	1.1	19*	4	1
C=CCNc1ccc(N2C(=O)C3CCC(C)CC3C2=O)cc1[N+](=O)[O-] (configuration not stated)	95	-1	0.0	10	-0.5	94	0.98	-4	4	14
Cc1cccc(-c2onc3ccc(C4(C)OCCO4)cc23)c1	102	0	0.4	18	-0.2	89	0.73	0	-2	23
CCn1c(SCC(=O)Nc2ccccc2)nnc1C1CCCCC1	94	2	0.1	9	-0.5	96	1	-5	2	-12
CN1CCN(CP(=O)(N2CCOCC2)N2CCOCC2)CC1	98	-17	-0.2	5	-0.3	105	0.88	-3	3	-2
Cc1ccc(C(=S)NCS(=O)(=O)c2ccc(C)cc2)cc1	101	0	-5.3	12	0.0	93	1.2	-2	-1	21
CCCC(=O)Nc1ccc(C(=O)NCCCn2ccnc2)cc1	110	-17	-0.3	-3	-0.3	105	1	-1	-11	8
Cc1c(NC(=O)COC(=O)/C=C/c2ccc(Cl)cc2)c(=O)n(-c2ccccc2)n1C	107	14	-0.1	-8	0.0	108	1.2	-4	-9	-6
CCN1CCN(C(=O)/C=C/c2ccc(C)o2)CC1	91	2	0.3	10	-0.2	91	0.92	-2	10	12
Cc1cc2c(N)cccc2nn1	99	0	1.7	-2	-0.2	107	0.87	1	0	32
Cc1oc(-c2ccccc2Cl)nc1CN1CCCN(C(=O)c2ccco2)CC1	96	1	-0.3	-3	-0.1	108	0.91	-5	4	-15
CCc1nc2cc3sc(CC)nc3cc2s1	148*	-7	0.6	14	0.2	97	2.4	6	-54	122
CCN(CC)C(=O)/C(=C\c1ccncc1)NC(=O)c1ccccc1	102	5	1.2	2	-0.2	102	1.1	-5	-3	8
CCOC(=O)c1c(C)n(C)c2ccc(OC(C)=O)cc12	98	5	1.8	18	0.6	86	1	1	0	-1
CN(c1ccccc1C(=O)N1CCc2ccccc2C1)S(C)(=O)=O	96	2	-2.0	-3	-0.4	104	1.1	0	4	-8
COc1ccc(NS(=O)(=O)c2cccc(C(=O)O)c2)cc1	93	-4	2.5	1	-0.4	101	1.1	-5	7	12
Cn1cnnc1SCNC(=O)C(F)(F)F	106	5	0.2	2	0.1	102	1	0	-6	14
CNC(=O)N(C1=NCC(C)S1)c1ccc(F)cc1F (configuration not stated)	105	3	2.0	-1	-0.1	105	0.88	2	-5	17
CCOC(=O)c1nnn(-c2nonc2-n2cccc2)c1C	100	-1	0.8	14	-0.1	92	1	0	0	-7
COc1ccc2c(c1)c(C(=O)CNc1nc(C)cs1)c(C)n2C	94	7	-0.6	-1	0.2	107	0.96	-3	7	5
O=C1OC(c2ccccc2)=N/C1=C/c1cccc(OC(=O)c2cccs2)c1	101	-5	2.0	-5	-0.2	114	nt	nt	-1	15
Cc1ccccc1N(C(=O)Cn1nnc2ccccc21)C(C(=O)NCc1ccco1)c1ccncc1 (configuration not stated)	94	-6	0.1	2	-0.2	104	1.2	-1	6	23
Cc1ccc(NC(=O)Cn2c(=O)cnc3ccccc32)cc1S(=O)(=O)N(C)C	95	2	-0.4	9	-0.3	91	1.5	2	7	3
COc1ccc(CC(NC(C)=O)C(=O)NC2CCN(c3nc(C)cc(C)c3C#N)CC2)cc1 (configuration not stated)	91	-14	0.1	10	-0.1	98	1.1	-2	8	-6
Cc1c(O)ccc(/C(Cc2ccc3ccccc3n2)=N\O)c1O	96	-5	-3.8	-2	0.2	104	1.3	2	5	36
Cc1cc(Nc2cccc(Cl)c2C)n2ncnc2n1	90	5	0.6	3	-0.3	97	1.1	7	11	10
C(=N\n1cnnc1)/c1cn(-c2cccs2)nc1-c1ccccc1	92	4	0.0	3	-0.1	100	0.62	-2	8	16
CCN(CC)C(=S)SCC(=O)c1ccc(Br)cc1	114	-13	0.5	-3	-0.2	106	1.9	-5	-16	43
Cc1nc2cc(NC(=O)Nc3ccc(N4CCOCC4)cc3)ccc2n1C	103	-13	4.7	16	-0.3	91	0.94	1	-3	8
COc1ccccc1C1CC(c2ccccc2)Nc2ncnn21 (configuration not stated)	99	-10	-0.3	1	-0.2	101	1.2	1	1	-3
CCOc1cc(CNCCc2ccc(S(N)(=O)=O)cc2)ccc1OCc1ccccc1	83	-4	-3.7	10	-0.2	98	0.72	-1	18	-1
CCCCOc1ccc(-c2[nH]ncc2C=O)cc1	135*	-3	-0.2	-18	0.1	117	1.8	-1	-39	61
COC(=O)c1c(C)[nH]c(C(=O)CSc2ccc(Cl)cc2)c1C	126	-3	0.1	-3	0.1	108	2.1	-6	-28	53
Cc1ccc(N(CC(=O)Nc2ccccc2C(=O)NCc2ccco2)S(=O)(=O)c2ccccc2)cc1C	97	13	0.2	8	-0.1	99	0.55	1	3	6
O=C(CN1C(=O)c2ccccc2S1(=O)=O)NCc1ccccn1	107	3	2.0	6	0.0	98	0.97	0	-8	12
CCC(CC)C(=O)NCc1ccc(OC)cc1	106	1	-0.4	3	0.2	102	1.1	-1	-8	-4
Cn1cc(Cl)c(C(=O)Nc2cccc(Cl)c2Cl)n1	119	0	-0.4	2	-0.1	100	1.5	-3	-21	17
Cn1c(=O)c2c(=O)cc(NNC(=O)CC#N)[nH]c2n(C)c1=O	104	8	-0.9	9	-0.3	96	1.3	0	-4	9
Cc1cc(C)nc(NC(=O)c2cc3ccccc3o2)n1	102	-9	0.0	21	-0.1	90	1.1	3	-3	-9
CCC(=O)N=c1sc2cc([N+](=O)[O-])ccc2n1CCOC	103	-10	-0.5	13	0.0	87	1.2	-2	-4	-14
CCN(CC)C(=O)COn1c(SCC(=O)N(CC)CC)nc2ccccc2c1=O	99	7	-1.7	24	-0.4	85	1.1	-2	2	20
CCC(=O)Oc1ccc(C2N(C(=O)CC)CCN2S(=O)(=O)c2ccc(C)cc2)cc1OC (configuration not stated)	100	-6	0.1	-8	-0.3	111	1.1	-5	0	5
COc1ccc2c(c1)c(N=O)c(O)n2C	101	-2	0.1	-16	-0.5	112	0.96	0	-1	-2
Cc1noc(NS(=O)(=O)c2ccc(NC(=O)CSc3nc4c(cc3C#N)CCCC4)cc2)c1C	100	2	-0.6	9	-0.1	100	1.2	-1	0	nt
CCc1ccc(NC(=O)COC(=O)CCc2nc3cc(S(=O)(=O)N(CC)CC)ccc3n2C)cc1	96	3	0.5	-5	-0.4	104	1.4	-9	4	23
CC(C)c1nnc(NC(=O)c2cccc(-n3cnnn3)c2)s1	102	5	0.6	21	-0.3	89	1.1	0	-2	11
Cc1cccc(C(O)(C(=O)NNc2ccc3ccccc3n2)c2cccc(C)c2)c1	95	5	-0.1	-6	-0.5	105	0.9	2	5	-17
NC(=O)c1ccc(NCCCN2CCOCC2)c([N+](=O)[O-])c1	106	-4	-0.2	6	0.0	100	nt	-3	-6	2
O=C(NCCc1c[nH]c2ccccc12)C(=O)NCC1OCCCN1S(=O)(=O)c1cc(F)ccc1F (configuration not stated)	107	1	-0.6	4	-0.3	97	0.5	-3	-6	-9
Cn1c(SCc2c(F)cccc2Cl)nnc1-c1cccs1	120	-12	0.7	-1	0.3	102	1.9	0	-22	57

(list continues)
SMILES	STAT1 activator	TLR4 MyD88 comp	Redox H2O2 prof	STAT3 blocker	Hsp70 activator	STAT3 activator	NF-kB expr up	Efa HMGR inh	STAT1 inh	APP 5'UTR act
Cc1ccc(OCC(=O)Nc2ccc(-c3nc4ncccc4o3)cc2)c(C)c1	107	-13	0.5	14	0.0	91	1.6	-3	-8	24
CCOc1cc(S(=O)(=O)N2CCCCC2)ccc1Cl	99	-2	1.4	-5	-0.2	107	1.4	1	1	11
c1ccc(CN2CCC(Nc3nc(-c4ccccc4)nc4ccccc34)CC2)cc1	102	-13	0.4	0	0.1	103	0.8	1	-2	-11
COc1cc2c(cc1OC)C(C(C)C)=NC(C)(C)C2	102	4	-0.2	1	-0.1	101	1.1	3	-1	5
CN(C)c1cc[n+](CC(=O)Nc2cc(C(F)(F)F)ccc2Cl)cc1	100	-9	-8.3	14	-0.3	92	0.93	-4	0	4
COc1ccc(N=Cc2cc(Cc3ccccc3Cl)cc([N+](=O)[O-])c2O)cc1OC	102	-6	0.7	-2	0.4	109	1.1	4	-2	5
Cc1ccc(C(C)C)c(OCc2ccc(C(=O)N/N=C/c3cccc(O)c3O)cc2)c1	108	-6	1.6	9	-0.6	94	1.5	3	-9	-80
O=C(O)CCSCC(=O)c1ccc2c(c1)OCCO2	93	7	1.0	25	-0.1	80	0.9	2	7	2
Cc1ccc(C2/C(=C(/O)c3ccc(Cl)cc3)C(=O)C(=O)N2CC2CCCO2)o1 (configuration not stated)	101	-5	0.2	9	0.2	98	1.1	4	-1	2
O=C(CCC1CCCN(Cc2cccc3c2OCO3)C1)NCc1ccc(F)c(F)c1 (configuration not stated)	99	0	-0.1	-4	-0.3	109	1.1	-4	1	-8
Cc1nnc(SCC(=O)N2CCCCC2)s1	97	5	2.2	3	-0.1	101	1.5	-6	3	9
